# Screening results: PubChem BioAssay, National Center for Advancing Translational Sciences (NCATS)
# POLH inh: inhibitors of human DNA polymerase eta; Q9Y253; recombinant Pol eta, fluorescent DNA replication assay; Potency, µM (series often up to 114 µM), without a hit: at the top dose activity change, negative = inhibition, hits mostly inhibitors; 390,000 compounds, 1.2% hits; AID 588591; further: potency means the concentration at half of the fitted maximal effect; on the % scale 0 is the no-effect control and ±100 the full control effect
#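 Pol eta at 10 nM preincubated with compounds 15 min at room temperature; reaction started with fluorescent substrate (50 nM final) and read kinetically at 0 and 10 min.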
# RGS4 inh: inhibitors of human regulator of G protein signaling 4; P49798; Transcreener GDP fluorescence polarization, RGS4-accelerated GTP hydrolysis; Potency, µM (series often up to 114 µM), without a hit: at the top dose activity change, negative = inhibition, actives largely listed as inhibitors; 390,000 compounds, 0.039% hits; AID 504845; further: potency means the concentration at half of the fitted maximal effect; on the % scale 0 is the no-effect control and ±100 the full control effect; nearly all actives have a fitted effect of over 75% in size; some results filed as inactive show a strong effect at the top dose
# Target sequence (P49798 whole entry, looked up): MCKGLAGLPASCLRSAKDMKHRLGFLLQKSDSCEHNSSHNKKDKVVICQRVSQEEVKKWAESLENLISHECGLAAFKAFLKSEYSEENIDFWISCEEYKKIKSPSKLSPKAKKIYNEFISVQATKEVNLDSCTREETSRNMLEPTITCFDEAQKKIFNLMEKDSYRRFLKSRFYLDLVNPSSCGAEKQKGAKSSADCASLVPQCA
#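 MLSMR compounds (23 nl, pin-transferred) preincubated 10 min at room temperature with a 500nM (2x) first reagent, then RGS4 at 900nM (2x) plus Transcreener GDP mix added; fluorescence polarization (620/688 nm) read before and after 90 min at 30 °C.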
# ERG Ets-DNA blk: inhibitors of human ERG Ets domain-DNA interaction | P11308 | fluorescence polarization, His-ERG Ets domain / labelled DNA | Potency, µM (doses to about 76.9 µM), for inactives: top-dose FP activity, negative = inhibition, usual class: inhibitors | 370,000 compounds, 0.028% hits; active means well fitted inhibition curve with a large enough effect in the polarisation, with a control signal flat; inconclusive means small, poorly fitted or top-dose-only effect, or effect the other way, or a change in a side signal; inactive means no such curve, though single readings can be large or run the other way; the % refers to the polarisation;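 further: polarization taken with two DNA probes labelled with fluorescein and Texas red; potency means the concentration at half of the fitted maximal effect; % of control where 0% means no effect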
#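 His-tagged ERG Ets domain (1 uM in the protein solution; 300mM KCl, 50mM Tris-HCl, 1mM EDTA, 1mM DTT, pH 7.5) received compound, then a probe mix of 5 nM fluorescein-DNA and 100nM Texas-615-DNA. Fluorescence polarization was read for both dyes.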
# LDHA block: blocks human lactate dehydrogenase A; 480,000 compounds, 0.15% hits; AID 1347041; P00338; activity change, % (values are at about 110 or 230 µM); purified LDHA, NADH/diaphorase-resazurin fluorescence; stronger effect = lower value; in the data active means activity change below about -30%; inconclusive means mostly about -25% to -30%;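 further: plate controls were DMSO wells for no effect and wells without enzyme for full effect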
#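 LDH5 2 nM; NADH 0.06 mM, pyruvate 0.2 mM; 200 mM Tris pH 7.4, EDTA, Tween-20; 5 min RT. Detection: diaphorase 0.133 mg/mL + resazurin 37 µM, fluorescence ex540/em590 at 0 and 20 min; normalized to enzyme-free and DMSO wells.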
# APE1 inh: inhibitors of human APE1 endonuclease; P27695; recombinant APE1, TAMRA/BHQ-2 abasic DNA cleavage fluorescence; Potency, µM (series often up to 65.8 µM), for the others: at the highest dose activity change, negative = inhibition, most hits filed as inhibitors; 350,000 compounds, 0.35% hits; AID 2517;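 further: potency means the concentration at half of the fitted maximal effect; plate controls were vehicle for no effect and reference inhibitor for full effect; nearly all actives have a fitted effect of over 55% in size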
#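 Measures dequenching upon AP-site incision of a 5'-TAMRA/3'-BHQ-2 THF-containing duplex, 50 nM; human APE1 0.75 nM after 15 min room-temperature exposure to compound; kinetic three-point read at one-minute spacing.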
# Pol beta inh: blocks human DNA polymerase beta activity. Pol beta primer extension/strand displacement, fluorescence kinetic. Potency, µM (titrated, usually from 114 µM), for the others: top-dose activity change, negative = inhibition, most hits filed as inhibitors. AID 485314. 340,000 compounds, 1.3% hits. P06746; further: potency means the concentration at half of the fitted maximal effect; on the % scale 0 is the no-effect control and ±100 the full control effect
#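 Reaction started by 50 nM substrate onto compound-treated Pol beta (10 nM, 15 min preincubation, room temperature); plates read at 0 min and 10 min. Normalized concentration-effect data fitted by four-parameter Hill equation.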
# POLK inh: inhibitors of human DNA polymerase kappa; Potency, µM (doses to about 107 µM), without a hit: at the top dose activity, negative = inhibition, usual class: inhibitors; purified Pol kappa, fluorescent DNA synthesis assay, 10 min; 400,000 compounds, 0.53% hits; further: potency means the concentration at half of the fitted maximal effect; on the % scale 0 is the no-effect control and ±100 the full control effect
#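 10 nM Pol kappa was preincubated with compounds for 15 min at room temperature. Reaction started with 50 nM (final) substrate. Fluorescence read kinetically at 0 and 10 min.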
# 12-LOX inh: blocks human arachidonate 12S-lipoxygenase; Potency, µM (top dose mostly 108 µM), inactives show top-dose activity change, negative = inhibition, hits mostly inhibitors; P18054; purified 12hLO, xylenol orange hydroperoxide absorbance; 580,000 compounds, 1.1% hits; AID 1671190; further: potency means the concentration at half of the fitted maximal effect; on the % scale 0 is the no-effect control and ±100 the full control effect
# Target sequence (P18054 whole entry, looked up): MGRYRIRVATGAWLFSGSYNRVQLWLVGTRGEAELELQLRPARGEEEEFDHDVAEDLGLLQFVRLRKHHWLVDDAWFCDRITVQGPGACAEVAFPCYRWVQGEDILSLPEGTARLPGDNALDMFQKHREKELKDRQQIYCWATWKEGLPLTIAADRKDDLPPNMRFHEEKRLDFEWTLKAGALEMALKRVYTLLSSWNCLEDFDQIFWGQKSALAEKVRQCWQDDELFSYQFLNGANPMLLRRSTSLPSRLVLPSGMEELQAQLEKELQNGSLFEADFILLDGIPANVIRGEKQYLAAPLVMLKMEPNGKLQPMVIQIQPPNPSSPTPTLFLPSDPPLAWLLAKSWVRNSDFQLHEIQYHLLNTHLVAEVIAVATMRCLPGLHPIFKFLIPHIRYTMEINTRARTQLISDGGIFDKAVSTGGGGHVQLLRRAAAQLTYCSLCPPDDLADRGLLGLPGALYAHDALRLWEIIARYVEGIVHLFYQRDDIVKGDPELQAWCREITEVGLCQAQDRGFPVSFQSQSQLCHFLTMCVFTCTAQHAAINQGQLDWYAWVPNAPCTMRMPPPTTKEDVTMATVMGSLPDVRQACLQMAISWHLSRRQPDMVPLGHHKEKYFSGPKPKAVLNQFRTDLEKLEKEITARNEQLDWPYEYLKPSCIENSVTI
#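 Hydroperoxide product was detected by ferrous iron/xylenol orange as the 573 to 405 nm absorbance ratio. Arachidonic acid at 40 uM (final) was turned over for 30 min at room temperature by 150 nM human 12hLO, pH 7.0 Hepes buffer, after 15 min compound preincubation.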
# Apoferritin bind: candidate novel general anesthetic via apoferritin binding; P02791; apoferritin/1-aminoanthracene competitive binding, fluorescence; Potency, µM (highest dose often 77.5 µM), for the others: at the top dose activity change, negative = displacement, hits mostly inhibitors; 350,000 compounds, 0.074% hits; AID 485281; further: potency means the concentration at half of the fitted maximal effect; on the % scale 0 is the no-effect control and ±100 the full control effect; nearly all actives have a fitted effect of over 20% in size
# Target sequence (P02791 2-175 limits assumed): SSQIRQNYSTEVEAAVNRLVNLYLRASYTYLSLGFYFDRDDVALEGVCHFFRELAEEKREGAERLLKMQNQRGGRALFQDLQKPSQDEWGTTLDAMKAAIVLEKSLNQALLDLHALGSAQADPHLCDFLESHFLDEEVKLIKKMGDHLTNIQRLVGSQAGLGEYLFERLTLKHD
#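 10 uM apoferritin + 50% sat. 1-AMA, PBS; cpd 10 min RT; Ex380/Em535 endpoint; normalized to free probe vs complex; 4-param Hill fit; propofol titration as pos. ctrl.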
# * marks the source's active call; other numbers are inactive results; ? = inconclusive; . = not tested or not shown; & = joins results of further samples; [ ] = dose if it differs, or a comment. Unless noted, the call rests on the fitted dose curve; in most records, active means well fitted curve in the direction sought with a large enough effect; inconclusive means small, poorly fitted or top-dose-only effect, or another doubt; inactive means no such curve, though single readings can be large; an effect the other way counts as inactive or inconclusive.
SMILES,POLH inh,RGS4 inh,ERG Ets-DNA blk,LDHA block,APE1 inh,Pol beta inh,POLK inh,12-LOX inh,Apoferritin bind
COc1ccc(OC)c(C2N=C(N)Nc3nc4ccccc4n32)c1 (centres undefined),-6%,21%,?,-12,.,33%,-2%,-5%,1%
Cc1cc(O)c(C(C)C)cc1NC(=O)c1ccccc1Cl,-9%,2%,.,-2,3%,6%,3%,-12%,4%
COc1ccc(/C=N/n2c(=O)[nH]c3c([nH]c4ccc(F)cc43)c2=O)cc1CN1CCCCC1,-8%,-34%,27%,-8,-3%,1%,-7%,218%[activator],1%
CC(=O)Nc1ccc(OC(=O)C(CCS(C)(=O)=O)N2C(=O)c3ccccc3C2=O)cc1 (centres undefined),5%,5%,1%,-2,13%,37%,-18%,0%,5%
CC1(C)C(c2cccs2)=[N+]([O-])C2(CCCCC/C2=N\O)N1O (centres undefined),9%,9%,-5%,-5,0%,-1%,-8%,0%,-14%
NS(=O)(=O)c1ccc(NC2=CC(=O)C(=O)c3ccccc32)cc1,?,-30%[56.9 µM],-2%,44,-23%,?,-17%,?,-23%
CC(=O)c1ccc(NC(=S)NNC(=O)NC2CCCCC2)cc1,-6%,?,6%,-5,6%,-1%,-12%,-11%,?
COc1ccc(NC(=O)CSc2nc3ccccc3n2CC(=O)N2CCCCC2C)cc1 (centres undefined),-6%,2%,-1%,-7,.,-20%,-2%[60.1 µM],?,-13%
Cc1ccc(-n2nc3c(=O)n(CCCC(=O)NCc4ccccc4Cl)nc(C)c3c2C)cc1,-14%,-4%,5%,-9,24%,?,-5%,1%,-6%
O=C(OCCN1CCOCC1)c1ccc(OCCN2CCOCC2)cc1,-7%,-5%,1%,-5,0%,-1%,-9%,?,-1%
CN(c1ccccc1)S(=O)(=O)c1cc(C(=O)N2CCN(c3ncccn3)CC2)ccc1Cl,-19%,-4%,17%,1,18%,.,-23%,3%,.
CC(C)(C)C(=O)COC(=O)c1cc(-c2cccnc2)nc2ccccc12,-23%,-10%,8%,0,0%,-3%,-10%,-1%,?
O=C1c2ccccc2C(=O)C1c1ccc(O)cc1,-16%,0%,-3%,2,0%,53%,-6%,-8%,-2%
O=C(O)CCN1C(=O)c2ccc(NC(=O)COc3ccccc3)cc2C1=O,-12%,18%,-7%,-8,-8%,15%,-6%,483%[activator],0%
CC(=O)Nc1ccc(NC(=O)CCC(=O)OCC(=O)c2cccc([N+](=O)[O-])c2)cc1,-1%,6%,-5%,-7,1%,11%,-10%,-14%,-2%

# 3 entries out of the list, sorted by molecular weight, smallest number first.
SMILES,POLH inh,RGS4 inh,ERG Ets-DNA blk,LDHA block,APE1 inh,Pol beta inh,POLK inh,12-LOX inh,Apoferritin bind
Cc1cc(O)c(C(C)C)cc1NC(=O)c1ccccc1Cl,-9%,2%,.,-2,3%,6%,3%,-12%,4%
O=C(O)CCN1C(=O)c2ccc(NC(=O)COc3ccccc3)cc2C1=O,-12%,18%,-7%,-8,-8%,15%,-6%,483%[activator],0%
CN(c1ccccc1)S(=O)(=O)c1cc(C(=O)N2CCN(c3ncccn3)CC2)ccc1Cl,-19%,-4%,17%,1,18%,.,-23%,3%,.

# The results go on:
SMILES,POLH inh,RGS4 inh,ERG Ets-DNA blk,LDHA block,APE1 inh,Pol beta inh,POLK inh,12-LOX inh,Apoferritin bind
O=C(Cn1ccc(=O)[nH]c1=O)Nc1ccc(O)c([N+](=O)[O-])c1,?,17%,-4%,7,.,.,?,?,.
CC1CN(C(=O)c2ccc(CNS(=O)(=O)c3cccc(C(F)(F)F)c3)cc2)CC(C)O1 (centres undefined),1%,33%,3%,-4,3%,-29%,-7%,0%,-10%
CN1CCN(CC(=O)Nc2ccc(OC(F)(F)F)cc2)CC1,-15%,-3%,2%,?,0%,19%,1%,?,11%
NC(=O)CC(NC(=O)c1ccc(Cl)cc1)C(=O)NCCc1ccc(S(N)(=O)=O)cc1 (centres undefined),-3%,-30%,2%,-4,18%,9%,-3%,-3%,3%
Cc1ccc(NC(=O)CSc2nc3c(c(=O)[nH]2)CN(Cc2ccccc2)CC3)cc1Cl,-14%,-3%,3%,-8,.,0%,-3%,-1%,-21%
Cc1nnc(NC(=O)CCS(=O)(=O)Cc2ccccc2)s1,-1%,-32%,-19%,-5&6,52%[12.4 µM],-19%,1%,?,0%
CCC(=O)N(C)CCc1cc2c(c(OC)c1/C=N/NC(=O)c1ccc(Br)cc1)OCO2,-19%,?,-5%,-1,1%,15%,-3%,-2%,-7%
CCCN1CNC(=S)N(c2ccccc2OC)C1,-8%,11%,-1%,-7,5%,3%,-10%,-6%,-6%
COc1ccccc1P(=O)(c1ccccc1)c1ccccc1,-15%,-2%,-3%,-5,4%,31%,1%,-24%,-3%
CC1(C(=O)Nc2cccc3ccccc23)CC1(Br)Br (centres undefined),3%,-22%,0%,9,9%,45%,-5%,?,-19%
COc1cc(/C=C2\C(=O)N(c3ccc(S(N)(=O)=O)cc3)N=C2C)ccc1OC(=O)c1ccco1,-13%,?,-5%,-1,?,?,1%,?,-5%
COC(=O)CSc1ccc(S(=O)(=O)N2CCC(C)CC2)cc1[N+](=O)[O-],-14%,-26%,19%,-5,5%,9%,-10%,-25%,-17%
Cc1sc2ncn(CC(=O)NCc3ccco3)c(=O)c2c1-c1ccc(F)cc1,79µM*,-51%,-1%,2,-3%,?,-14%,?,?
CCC(C)NC(=O)c1cc2c(Cl)nc3ccc(C)cc3c2s1 (centres undefined),6%,-1%,0%,-7,.,3%,-7%,1%,-9%
Cc1ccc(-c2c(C(=O)N(C)Cc3ccccc3)oc(=O)c3ccccc23)cc1,-15%&-15%,-4%&-12%,-1%,-4&0,?,1%&-10%,1%&-6%,-28%&-8%,-16%&-11%
CCCCCCN(C(=O)CCCCCN1C(=O)NC(c2ccc([N+](=O)[O-])cc2)C(C(=O)OCc2ccccc2)=C1C)C(C(=O)NCCCC)c1ccc(OCC(=O)OC)c(C(=O)OC)c1 (centres undefined),.,.,.,.,5%&0%,16%,.,-9%,?
COC(=O)c1[nH]c2ccc(F)cc2c1NC(=O)CCN1CCN(C(=O)c2ccco2)CC1,.,.,.,.,10%,-3%,.,-10%[57.4 µM],-6%
O=C(NNC(=S)NC1CCCCC1)c1cccc(S(=O)(=O)Nc2ccccc2Cl)c1,-9%,?,-4%,-12,0%,17%,-3%,?,-21%
C/C(CC(=O)Nc1ccc(C)c(Cl)c1)=N\NC(=O)c1ccco1,-15%,-27%,-9%,-1,28%,-1%,1%,-2%,-17%
O=[N+]([O-])c1cccc(-c2ccc(/C=N/NC(=S)Nc3cccc(F)c3)o2)c1,-12%,-28%,1%,-8,-1%,2%,-10%,285%[activator],-12%
CCn1c(SCC(=O)c2c(N)n(C3CC3)c(=O)[nH]c2=O)nnc1-c1ccoc1C,-18%,11%,9%,0,-3%,.,2%,1%,.
CC(C)(C)c1ccc(C(=O)Nc2ncn[nH]2)cc1,-12%,6%,-4%,-3,2%,-26%,-7%,13%,-8%
C=CCn1c(N)cc(=O)nc1SCC(=O)N1CCN(c2ccc(F)cc2)CC1,3%,0%,.,1,-7%,-27%,-4%,1%[57.4 µM],6%
CC(C)CC(c1nnnn1CC1CCCO1)N1CCN(Cc2ccc3c(c2)OCO3)CC1 (centres undefined),-18%,14%,-1%,0,3%,11%,-12%,-14%,-12%
CC(OC(=O)c1cccc(-n2cnnn2)c1)C(=O)NCc1ccccc1 (centres undefined),-16%,7%,1%,-4,0%,.,-7%,5%,.
CCC(=O)Nc1ccccc1-c1nc2ccccc2n(Cc2cccc(Br)c2)c1=O,3%,1%,-5%,1,.,?,-21%,-19%,-17%
N=c1c(C(=O)NC2CCCC2)cc2c(=O)n3ccccc3nc2n1C1CCCCC1,-7%,5%,23%,-4,52%,2%,1%,?,6%
COc1ccc(-c2cn3c(n2)sc2cc(C(=O)NCc4ccccc4)ccc23)cc1,13%,-5%,8%,-1,.,5%,-6%,-17%,-10%
CCOC(=O)CN(C)C(=O)CCc1nnc(-c2ccc(-c3ccccc3)cc2)o1,-18%,2%,1%,-3,16%,22%,-3%,?,-18%
O=C(COC(=O)CCc1ccc(S(=O)(=O)N2CCOCC2)cc1)NC1CCCCCC1,-19%,13%,.,-2,4%,2%,-3%,0%,4%
CN(C)CCOCCOc1ccccc1-c1ccccc1,-15%,-23%,-2%,-47*,0%,-1%,9%,?,-9%
COc1cc(/C=N/NC(=O)c2ccncc2)ccc1OC(C)=O,-13%,-15%,-5%,-1,1%,28%,5%,3%,3%
CCOc1ccc(CCNC(=O)Cn2nc(C)n3c(cc4occc43)c2=O)cc1OCC,0%,-1%,-3%,-8,.,-15%,-15%,-14%,-3%
COC(=O)CC1(CC(N)=O)SCCS1,-5%,6%,9%,-1,.,.,-5%,-12%,.
CC(C)n1nc(C(=O)NNC(=O)c2ccc(OC(F)F)cc2)c2ccccc2c1=O,1%,5%,4%,0,11%,.,-1%,9%,.
CN=C1SC(CC(=O)Nc2sc3c(c2C#N)CCCC3)C(=O)N1C (centres undefined),-12%,1%,1%,-5,-2%,7%,-16%,9%,10%
CC1=C(C(=O)OCCCBr)C(c2ccc3c(c2)OCO3)NC(=O)N1 (centres undefined),12%,10%,9%,-5,28%,0%,-11%,.,-7%

# An excerpt, so the mix of outcomes need not match the whole.
